Tn7 DDE FP = inhibitors of Tn7 peptide binding to fibrin DD(E), primary screen, biochemical, fluorescence polarization, human fibrin, Tn7 probe. Fibrinogen beta chain (Homo sapiens), P02675. FP displacement of FITC-Tn7 peptide from fibrin DD(E); 0% = median of compound wells per plate. inhibition, % at 8.3 µM. hit rate 0.13% among 370,000;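 active = inhibition above the mean of compounds falling within the control limits plus 3 SD of them, cut at about 14% in these data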;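 note: 0% = plate median of compound wells and 100% = 10 µM Aha-Tn7 peptide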
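Test system – human fibrin DD(E) · Times – 10 min preincubation, 3 h with tracer, room temperature · Detection – fluorescence polarization of the labelled Tn7 tracer · Measure – percent inhibition normalized to high-control wells · Benchmarks – high control wells with 10 µM unlabelled Aha-Tn7 peptide (full inhibition) · Repeats – singlicate testing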
proKLK7 act = proKLK7 zymogen activators, primary screen, biochemical, fluorescence intensity; AID 652039, 2013; hit rate 0.9% among 370,000; activation, % at 7 µM; Kallikrein-7 (Homo sapiens), P49862; purified proKLK7, EDANS-DABCYL substrate fluorescence; 100% is mature enzyme control, 0% vehicle;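 active = activation above the mean of all tested compounds plus 3 SD, computed per campaign excluding outliers beyond control limits, cut at about 13% in these data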
ARFGAP1 inh = inhibitors of rat ARFGAP1 GAP activity, primary screen, biochemical, fluorescence polarization, GDP tracer; ADP-ribosylation factor GTPase-activating protein 1 (Rattus norvegicus), Q62848; Arfgap1-stimulated ARF1 GTP hydrolysis, GDP FP detection; inhibition, % at 16.5 µM; hit rate 0.26% among 360,000; AID 651572, 2012;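 active = inhibition above a per-plate limit, mean inhibition of low control wells plus 3 SD, cut at about 25% in these data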;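 note: 0% = DMSO wells with enzyme and 100% = wells lacking Arfgap1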
Target sequence (Q62848 1-136 limits assumed): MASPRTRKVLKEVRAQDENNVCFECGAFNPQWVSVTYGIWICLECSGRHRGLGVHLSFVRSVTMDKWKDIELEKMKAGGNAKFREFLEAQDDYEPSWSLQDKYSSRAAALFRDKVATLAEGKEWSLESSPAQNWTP
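material = rat Arfgap1 catalytic domain, aa 1-136 | also added = human ARF1(Δ1-17)-GTP substrate | compound dosing = one concentration, 16.5 µM, DMSO 1.26% | times = GTP hydrolysis reaction 2 h at 25 °C | measured by = FP, GDP Alexa 633 tracer displaced from anti-GDP antibody, 620/688 nm | evaluation = percent inhibition of Arfgap1-stimulated GTP hydrolysis | replication = single well per compound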
ASAP1 GAP inh = inhibitors of human ASAP1 ArfGAP activity, primary screen, biochemical, fluorescence polarization | hit rate 0.19% among 360,000 | Arf-GAP with SH3 domain, ANK repeat and PH domain-containing protein 1 (Homo sapiens), … | inhibition, % at 16.5 µM | ASAP1-stimulated ARF1 GTP hydrolysis, GDP FP detection | AID 624377, 2012; in the data active = inhibition above about 25%;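 note: 0% = vehicle with enzyme and substrate and 100% = no enzyme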
LEDGF integ inh = blockers of LEDGF/p75-dependent integrase strand transfer – biochemical, TR-FRET, high throughput, primary screen | HIV-1 integrase (with human LEDGF/p75) | TR-FRET IN-LEDGF/p75 DNA integration, Eu/Cy5 | inhibition, % at 3.7 µM | hit rate 0.64% among 370,000 | AID 743269, 2014;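 active = inhibition above the screen-wide mean plus 3 SD, cut at about 13% in these data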;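 note: signal is the Cy5 over europium emission ratio at 671 and 618 nm; 0% = plate median of compound wells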
ADAM10 inh = human ADAM10 inhibitors, primary screen, biochemical, QFRET, HTS; hit rate 0.62% among 370,000; Disintegrin and metalloproteinase domain-containing protein 10 (Homo sapiens), O14672; inhibition, % at 7 µM; recombinant ADAM10, EDANS/DABCYL FRET peptide cleavage, 3 h;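 active = inhibition above a per-campaign cutoff equal to the mean of compounds falling between control-based bounds plus 3 SD, cut at about 20% in these data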;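 note: 0% = DMSO wells while the 100% control is not disclosed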
PLCg1 inh = PLC-gamma1 enzyme inhibitors, primary screen, biochemical, fluorescence, purified enzyme; fluorogenic substrate; inhibition, % at 12.2 µM; hit rate 0.84% among 370,000; AID 720700, 2013; in the data active = inhibition above about 9.5%
TDP2 inh = human TDP2 enzyme inhibitors, primary screen, biochemical, epi absorbance, recombinant enzyme | Tyrosyl-DNA phosphodiesterase 2 (Homo sapiens), O95551 | inhibition, % at 12.8 µM | T5PNP hydrolysis, p-nitrophenol absorbance 415 nm | hit rate 0.34% among 370,000;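 active = inhibition above the mean of all tested compounds plus 3 SD, set per campaign, cut at about 25% in these data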;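 note: 0% = DMSO with enzyme and 100% = buffer with substrate but no TDP2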
Target sequence (O95551 whole entry, looked up): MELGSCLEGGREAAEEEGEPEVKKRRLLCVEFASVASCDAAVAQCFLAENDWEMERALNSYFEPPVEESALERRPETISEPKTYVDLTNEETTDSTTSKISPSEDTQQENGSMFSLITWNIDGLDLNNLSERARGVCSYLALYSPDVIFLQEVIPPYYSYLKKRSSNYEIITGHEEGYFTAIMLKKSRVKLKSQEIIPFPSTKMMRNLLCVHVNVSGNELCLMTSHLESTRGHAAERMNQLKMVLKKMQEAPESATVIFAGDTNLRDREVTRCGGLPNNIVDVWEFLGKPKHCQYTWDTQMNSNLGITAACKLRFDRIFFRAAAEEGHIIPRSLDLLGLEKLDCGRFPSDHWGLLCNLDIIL
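System – recombinant human TDP2 · Quantity – TDP2 enzyme at 120 nM final · Doses – single concentration, 12.8 µM nominal, with 1% DMSO · Incubation – 2 h at 37 °C · Measured by – epi absorbance of p-nitrophenol freed from T5PNP by hydrolysis · Read-out – % inhibition relative to enzyme-containing and enzyme-free wells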
ADAM17 inh = ADAM17 inhibitors, primary screen, biochemical, QFRET; Disintegrin and metalloproteinase domain-containing protein 17 (Homo sapiens), P78536; recombinant ADAM17, EDANS/DABCYL FRET peptide cleavage; inhibition, % at 6.95 µM; hit rate 0.83% among 370,000; AID 720648, 2013;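 active = inhibition above the mean of compounds lying between control limits plus 3 SD, set per campaign, cut at about 8.5% in these data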;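 note: 0% = DMSO-only wells as the low control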
Target sequence (P78536 215-824 limits assumed): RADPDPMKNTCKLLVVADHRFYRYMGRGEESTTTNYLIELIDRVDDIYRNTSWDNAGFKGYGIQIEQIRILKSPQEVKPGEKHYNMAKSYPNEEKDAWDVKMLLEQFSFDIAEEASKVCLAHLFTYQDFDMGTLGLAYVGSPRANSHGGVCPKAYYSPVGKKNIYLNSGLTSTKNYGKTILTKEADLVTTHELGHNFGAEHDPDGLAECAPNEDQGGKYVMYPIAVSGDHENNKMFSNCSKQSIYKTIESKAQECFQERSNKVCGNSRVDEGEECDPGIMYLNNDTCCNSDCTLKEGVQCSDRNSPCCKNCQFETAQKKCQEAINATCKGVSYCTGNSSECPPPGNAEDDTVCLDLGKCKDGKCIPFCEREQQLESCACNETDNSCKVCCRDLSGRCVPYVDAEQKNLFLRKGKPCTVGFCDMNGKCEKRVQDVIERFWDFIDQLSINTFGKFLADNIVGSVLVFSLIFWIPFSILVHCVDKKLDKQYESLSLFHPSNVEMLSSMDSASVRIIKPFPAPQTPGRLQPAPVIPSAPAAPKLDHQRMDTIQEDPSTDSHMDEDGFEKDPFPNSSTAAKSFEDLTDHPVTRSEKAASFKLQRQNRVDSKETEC
DDE Tn6 FP inh = inhibitors of Tn6 peptide binding to fibrin DD(E), primary screen, biochemical, fluorescence polarization, human fibrin, Tn6 probe | Fibrinogen beta chain (Homo sapiens), P02675 | Fibrin DD(E) TRITC-Tn6 fluorescence polarization displacement | inhibition, % at 8.3 µM | hit rate 0.21% among 370,000;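 active = inhibition above a per-campaign cutoff: mean of compounds within control limits plus 3 SD, cut at about 15% in these data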;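 note: 0% = median of all compound wells on the plate and 100% = blocking peptide control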
Numbers without * were called inactive; i = inactive; / = not tested or not shown.

entry | SMILES | ADAM17 inh | TDP2 inh | DDE Tn6 FP inh | ASAP1 GAP inh | PLCg1 inh
1 | Cc1ccc(NC(N)=S)cc1 | -1 | 7 | -5 | 1 | 0
2 | O=C(COC(=O)c1cnccn1)Nc1ccc(Cl)cn1 | -3 | -5 | 0 | -10 | -5
3 | CN[C@H]1C[C@H]2c3[nH]c4c(-c5ccccc5)cccc4c3CCN2C[C@H]1[C@H](C)O | -16 | -4 | 5 | -6 | -128
4 | CN(CC(=O)NCCc1ccc(S(N)(=O)=O)cc1)CC(=O)Nc1ccc(F)c(F)c1F | 0 | 8 | 2 | -8 | -2
5 | O=C(c1cnc2ccccn2c1=O)N1CCc2ccccc21 | -1 | 0 | 3 | -10 | 6
6 | CCOC(=O)c1ccc(NC(=O)Cc2cccs2)cc1 | 2 | 5 | 10 | -6 | 3
7 | Cc1cc(C)cc(-n2c(C)c3c(C)nnc(C)c3c2C)c1 | -33 | -8 | 2 | 4 | -101
8 | CC1CCCN1CC#CC(O)(c1ccccc1)c1ccccc1 (configuration not stated) | -1 | 2 | -1 | -7 | -3
9 | COc1cc(/C=C2/C(=O)NN(c3cccc(C)c3)C2=O)ccc1OC(=O)c1ccco1 | 4 | -7 | 3 | -4 | 2
10 | COc1cc2c(cc1OC)/C(=C/C(=O)N1CCOCC1)NC(C)(C)C2 | -124 | -6 | -2 | -11 | i
11 | COc1cc(OC)c(C(=O)Nc2cc(Cl)ccc2-n2cncn2)cc1OC | -4 | 1 | -2 | 8 | -6
12 | CC(NC(=O)c1ccc(OC2CCN(S(=O)(=O)N(C)C)CC2)cc1)C1CC1 (configuration not stated) | -5 | -2 | 5 | -8 | -6

entry | ARFGAP1 inh | LEDGF integ inh | ADAM10 inh | Tn7 DDE FP | proKLK7 act
1 | -1 | 1 | 1 | 1 | -0.1
2 | 5 | -4 | -11 | -5 | 0.3
3 | -5 | 9 | -81 | -5 | 1.0
4 | -6 | 2 | 5 | 6 | 0.6
5 | 5 | 0 | -1 | -7 | 0.4
6 | 4 | 1 | -4 | -4 | 0.3
7 | 9 | 2 | -108 | -7 | 5.9
8 | -4 | -4 | -5 | 3 | -0.3
9 | -10 | 1 | 2 | -5 | 0.7
10 | 6 | -2 | -330 | 9 | 60*
11 | 6 | 5 | -12 | -1 | 0.6
12 | 6 | -5 | 2 | 8 | -0.2

Remaining list, next part
entry | SMILES | ADAM17 inh | TDP2 inh | DDE Tn6 FP inh | ASAP1 GAP inh | PLCg1 inh
13 | COc1cc(/C=N\NC(=O)CN2CCOCC2)ccc1OCC(=O)Nc1ccc(C)c(C)c1 | -1 | 1 | 0 | 7 | -5
14 | COc1ccc([N+](=O)[O-])cc1NC(=O)COC(=O)C12CC3CC(CC(O)(C3)C1)C2 | -2 | 6 | 1 | 3 | 3
15 | COc1ccc(/C(C)=N/NC(=O)CN(c2ccc(OC)cc2)S(=O)(=O)c2ccccc2)cc1 | -2 | 3 | -6 | 3 | 1
16 | COc1cc(CN2CCCN(C)CC2)c([N+](=O)[O-])cc1OC | -2 | -2 | 10 | 8 | 0
17 | Oc1ccccc1N1CCN(CC(O)COCc2ccccc2Cl)CC1 (configuration not stated) | -2 | -1 | 3 | 1 | 0
18 | S=C(Nc1ccc(Br)cc1Cl)NC1CCN(Cc2ccccc2)CC1 | 1 | 1 | 1 | -4 | 5
19 | COCc1cn([C@H]2C[C@@H]3O[C@H](CO)CC[C@@H]3O[C@@H]2CCc2ccc(-c3ccc(OC)cc3)cc2)nn1 | 1 | -2 | -5 | / | -2
20 | CCC(c1nnnn1CCc1ccccc1)N1CCN(c2ccc(OC)cc2)CC1 (configuration not stated) | 4 | -18 | 0 | 2 | 7
21 | O=C(c1ccccc1)c1ccc(OCC(O)CN2CCCCC2)cc1 (configuration not stated) | 1 | -1 | 9 | -12 | 2
22 | CCn1c(Oc2ccccc2)nc2c1c(=O)n(C)c(=O)n2C | -2 | 2 | -2 | 2 | -1
23 | O=C(NCC1COc2ccccc2O1)c1cccc(S(=O)(=O)N2CCOCC2)c1 (configuration not stated) | 0 | 1 | -2 | 7 | 3
24 | COc1ccc(C2=CCC3CCCCN3C2)cc1OC (configuration not stated) | -3 | 10 | 0 | -1 | 2

entry | ARFGAP1 inh | LEDGF integ inh | ADAM10 inh | Tn7 DDE FP | proKLK7 act
13 | -3 | 4 | 3 | 0 | -0.1
14 | 4 | -2 | -17 | -1 | 0.6
15 | -6 | 5 | -1 | -2 | -0.8
16 | -10 | -1 | -5 | 0 | -0.2
17 | -1 | 0 | -3 | 2 | -0.5
18 | 8 | 0 | 7 | 1 | 0.0
19 | / | 1 | 7 | 5 | -0.2
20 | -2 | -1 | 10 | -8 | 1.0
21 | 2 | -2 | 9 | 2 | 0.3
22 | 2 | 0 | -2 | -3 | 0.0
23 | 16 | 5 | -2 | 4 | -0.8
24 | -2 | 0 | 0 | 0 | -0.4

More structures
entry | SMILES | ADAM17 inh | TDP2 inh | DDE Tn6 FP inh | ASAP1 GAP inh | PLCg1 inh
25 | O=C(NCc1cccc(F)c1)Nc1nnc([C@@H]2C[C@H](O)[C@@H](CO)O2)s1 | 2 | -12 | 3 | 4 | 6
26 | CCN(C(=O)CSc1n[nH]c(-c2ccc(OC)cc2)n1)c1c(N)n(Cc2ccccc2)c(=O)[nH]c1=O | 0 | -2 | 6 | 8 | -1
27 | Cc1cccc2cc(CNC3CCCC3)c(Cl)nc12 | -6 | -10 | 3 | -7 | 1
28 | CC(=O)Nc1cccc(NC(=O)COc2ccc3c(c2)OCO3)c1 | 0 | 4 | 1 | 18 | 1
29 | COC(=O)c1ccc(CNC(=O)COC(=O)c2cccs2)cc1 | -3 | 3 | 3 | -4 | 2
30 | Cc1ccc([N+](=O)[O-])cc1S(=O)(=O)Nc1cccc(-c2ccc(N3CCOCC3)nn2)c1 | -13 | -6 | 2 | -6 | 2
31 | COc1ccccc1-c1nnc(SCC(=O)NCc2c(C)c(Cl)cc(C(C)C)c2O)o1 | -4 | 6 | 4 | 16 | 3
32 | Cc1ccccc1C(=O)N1CCC(C(=O)Nc2cccc(S(=O)(=O)N3CCCCC3)c2)CC1 | -1 | -2 | 5 | -13 | -1
33 | Cc1cc(NC(=O)c2cccc([N+](=O)[O-])c2)n(-c2ccccc2)n1 | -2 | -1 | 2 | 1 | -1
34 | Cc1nnc(SCc2ccc(Cl)cc2Cl)[nH]c1=O | 3 | -17 | -5 | 11 | 0
35 | CC1(C(=O)NCc2ccccc2)CN(S(C)(=O)=O)CC(=O)N1CC(F)(F)F (configuration not stated) | -6 | 9 | -3 | 2 | -16
36 | CCO[C@@H]1OC(C(=O)N2CCCCCCC2)=C[C@H](C2CCCCC2)[C@H]1CCCO | -4 | -2 | 6 | 2 | 0

entry | ARFGAP1 inh | LEDGF integ inh | ADAM10 inh | Tn7 DDE FP | proKLK7 act
25 | 0 | 3 | -8 | -11 | -1.1
26 | -3 | -3 | -11 | 6 | -0.4
27 | 5 | -2 | 0 | 7 | 0.0
28 | 0 | 3 | -5 | -1 | 0.5
29 | 6 | -3 | -9 | 3 | -0.4
30 | 6 | 3 | 1 | -4 | 0.1
31 | 1 | -1 | 5 | 2 | 0.3
32 | -1 | 1 | -7 | 3 | -0.1
33 | -4 | -1 | -13 | 9 | 0.4
34 | -9 | 4 | 1 | 2 | 0.4
35 | 4 | -2 | -6 | 3 | 0.7
36 | 18 | 4 | -11 | 6 | -0.2

(listing goes on)
entry | SMILES | ADAM17 inh | TDP2 inh | DDE Tn6 FP inh | ASAP1 GAP inh | PLCg1 inh
37 | CCC(c1nnnn1-c1ccc2c(c1)OCCO2)N1CCN(C)CC1 (configuration not stated) | -5 | 6 | 3 | 5 | 1
38 | COc1cccc(Cn2cc(COC(=O)N3CCCC3)nn2)c1 | -6 | -3 | 4 | / | 2
39 | COc1ccc(-c2c(-c3cccc(C)c3)oc3ccc(-c4ccc5c(c4)OCO5)cc23)cn1 | -2 | 0 | 6 | -9 | 1
40 | COc1ccc(OC)c(CN2CCN(C(=O)c3cc(S(=O)(=O)Nc4ccccc4OC)ccc3C)CC2)c1 | 0 | -10 | 2 | 3 | 1
41 | CC(NC(=O)c1noc2c1CCCCC2)c1ccccc1 (configuration not stated) | -4 | -4 | 3 | -12 | 1
42 | O=C(CC[C@H]1O[C@@H](n2cnc3c(NC(=O)c4ccccc4)ncnc32)[C@H](O)[C@@H]1O)NCc1ccco1 | 4 | 4 | 7 | -3 | 4
43 | CCCCc1c(C)nc2ccc(C(=O)OCC)cc2c1Cl | 0 | -8 | -2 | 0 | 0
44 | CCn1c(=O)c(C(=O)CN(C)Cc2cccc(OC)c2OC)c(N)n(Cc2ccccc2)c1=O | -1 | -1 | -3 | -2 | 0
45 | Cc1ccc(S(=O)(=O)CCC(=O)OC(C)c2nnc(-c3cccs3)o2)cc1 (configuration not stated) | -5 | -6 | 2 | 4 | -2
46 | Cc1ccc([N+](=O)[O-])cc1S(=O)(=O)n1ccnc1C | -2 | -7 | 6 | 6 | 0
47 | COCCSc1nnc(-c2cccc(C#N)c2)n1C | -4 | -4 | 5 | -13 | 1

entry | ARFGAP1 inh | LEDGF integ inh | ADAM10 inh | Tn7 DDE FP | proKLK7 act
37 | 11 | -2 | -13 | 2 | -0.3
38 | / | 3 | -12 | 1 | 0.2
39 | -3 | 1 | 3 | 7 | -0.1
40 | 4 | -2 | 9 | 1 | 0.2
41 | -6 | -3 | -15 | 2 | 0.0
42 | 13 | 4 | -12 | 4 | 0.1
43 | -2 | -1 | 5 | 7 | 0.2
44 | -4 | 0 | -6 | -7 | -0.4
45 | 7 | -10 | -15 | 2 | -0.4
46 | -3 | 1 | 11 | -5 | -0.5
47 | 14 | 0 | 1 | -7 | 0.0

Assay outcomes from PubChem.

Hits appear at their usual frequency. About 4.2% of those tested had a hit in this group.
